GlmU inhibition: inhibition of mycobacterial GlmU enzyme – biochemical, glucosamine-1-phosphate acetyltransferase (AID 1376) | M. tuberculosis GlmU acetyltransferase enzyme assay; higher % means a stronger effect | inhibition, %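 (tested at 30 µM in the primary screen)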; hits with a dose series show IC50 in µM | 220,000 compounds, 0.25% hits; in the data active = inhibition above about 13%; inconclusive = no clear call, values can overlap the other calls;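 also: 0% = complete reaction with vehicle and 100% = reaction without substrate; strong numbers were not always called active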
RmlCD inh 1536: M. tuberculosis RmlC/RmlD coupled enzyme inhibitors, primary screen, biochemical, compound mixtures, 384-well, from 1536-well plates; RmlC+RmlD coupled enzyme assay, percent inhibition; primary screen in compound mixtures; inhibition, % at 3.6 µM; 160,000 compounds, 0.03% hits; AID 1533, 2009; in the data active = inhibition mostly above about 34%, no sharp cut-off; inconclusive = no clear call, values can overlap the other calls; inactive = mostly below about 22%; also: some results filed as inactive read as strong as hits
Target sequence (P9WH09 whole entry, looked up): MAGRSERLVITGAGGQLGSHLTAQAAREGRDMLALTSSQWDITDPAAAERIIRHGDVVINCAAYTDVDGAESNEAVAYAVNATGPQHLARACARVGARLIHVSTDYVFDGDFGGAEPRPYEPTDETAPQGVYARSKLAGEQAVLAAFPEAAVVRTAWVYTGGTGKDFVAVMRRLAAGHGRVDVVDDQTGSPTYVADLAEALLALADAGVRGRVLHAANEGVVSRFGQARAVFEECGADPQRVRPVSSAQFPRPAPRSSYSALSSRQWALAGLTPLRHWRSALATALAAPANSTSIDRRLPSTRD
Target sequence (P9WH11 whole entry, looked up): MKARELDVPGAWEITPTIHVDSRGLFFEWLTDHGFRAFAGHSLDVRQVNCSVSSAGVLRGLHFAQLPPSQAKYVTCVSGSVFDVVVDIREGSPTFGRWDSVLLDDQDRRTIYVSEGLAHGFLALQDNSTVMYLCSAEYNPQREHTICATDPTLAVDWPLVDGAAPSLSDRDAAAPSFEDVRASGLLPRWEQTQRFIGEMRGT
Numbers without * were called inactive; ? = inconclusive; · = no result given. Only part of the results is shown, so the mix of outcomes need not match the whole.

Under each structure: RmlCD inh 1536, GlmU inhibition
1	O=C(NC1CCCC1)c1cc2c(ccc3ccccc32)o1
    -3, -2.4%
2	Cc1ccc(N2CCOCC2)c2c1C(=O)c1ccccc1C2=O
    ·, 2.2%
3	COCCNC(=S)NC1CC2CCCC(C1)N2Cc1ccco1 (stereo unspecified)
    ·, 1.4%
4	CCCS(=O)(=O)N1CCN(Cc2ccccc2OCC)CC1
    ·, -1.1%
5	O=C(CSc1nc2ccccc2c(=O)n1Cc1ccco1)N1CCCC1
    6, 3.2%
6	CCCc1[nH]nc2c1C(c1ccc(O)cc1OCC)C(C#N)=C(N)O2 (stereo unspecified)
    ·, 2.5%
7	COc1ccc(CNC(=O)CN(CC2CCCO2)C(=O)CNS(=O)(=O)c2ccc(C)cc2)cc1 (stereo unspecified)
    ·, 1.5%
8	CCN(CC)C(=O)CN1C(=O)C(=O)c2ccccc21
    -6, -2.4%
9	COc1ccc(C(=O)NCC(=O)OCC(=O)Nc2sccc2C#N)cc1OC
    25, 1.5%
10	COc1ccc(S(=O)(=O)N2CCCC(C(=O)N3CCOCC3)C2)cc1C (stereo unspecified)
    ·, -2.2%
11	CN1CCN(CCCCOc2ccccc2-c2ccccc2)CC1
    0, -2.8%
12	Cn1/c(=N/N=C/c2ccccn2)sc2ccccc21
    -15, -1.0%
13	O=C(COc1ccccc1C(=O)Nc1ccccc1)c1ccc(Br)cc1
    8, 0.2%
14	O=C(NC1CCCCC1)c1cc([N+](=O)[O-])ccc1N1CCOCC1
    ·, -2.6%
15	N#Cc1ccc(N2C(=O)[C@@H]3C(C(=O)c4cnccn4)=NN[C@@H]3C2=O)cc1
    14, -0.6%
16	Cc1ccc(/C=N/NC(=O)C(C)Oc2ccccc2[N+](=O)[O-])s1 (stereo unspecified)
    -7, -0.2%
17	CCCCCCCCC(=O)N/N=C/c1ccccn1
    2, 5.9%
18	COc1cccc(NC(=O)c2nnn(CCc3ccccc3)c2N)c1
    7, 2.4%
19	CS(=O)(=O)N(CCc1ccccc1)CC(=O)N1CCCC1
    -8, -0.8%
20	COc1ccc(-n2nnnc2/C=C\Nc2ccc(C)cc2)cc1
    -1, -3.9%

Values in list order from above:
GlmU inhibition, entries 8–14: -2.4%, 1.5%, -2.2%, -2.8%, -1.0%, 0.2%, -2.6%

Later entries
Under each structure: RmlCD inh 1536, GlmU inhibition
21	Clc1cccc(Nc2ncnc3c2cnn3-c2ccccc2)c1
    8, 3.1%
22	COc1ccc(S(=O)(=O)NCC2CCCN(C(=O)c3occc3C)C2)cc1 (stereo unspecified)
    ·, -0.5%
23	CN(C)S(=O)(=O)Oc1ccc(C(=O)Nc2cccc(C(F)(F)F)c2)cc1
    4, -3.9%
24	CCN(CC)S(=O)(=O)c1ccc(NCC2COc3ccccc3O2)c([N+](=O)[O-])c1 (stereo unspecified)
    2, 1.1%
25	N#Cc1ccc(NC(=O)Cn2c3[n+](c4ccc(C(F)(F)F)cc42)CCCCC3)cc1
    ·, -6.0%
26	COc1ccccc1-n1c(CNc2ccc(F)cc2)nnc1SCC(=O)Nc1cc(C)on1
    ·, 1.5%
27	CCOc1ccc(NC(=S)/C(=C(\[O-])c2ccc(C)c([N+](=O)[O-])c2)[n+]2ccccc2)cc1
    7, -4.3%
28	O=C(/C=C/c1ccccc1)CC(O)(c1ccccc1)C(F)(F)F (stereo unspecified)
    -11, -1.1%
29	CNC(=S)Nn1cnc2ccccc21
    ·, -1.2%
30	CC1=C(C(=O)O)N2C(=O)C(NC(=O)c3nn(C)c(C)c3Cl)C2SC1 (stereo unspecified)
    5, -6.0%
31	Cc1cc(C(=O)CSc2n[nH]c(N)n2)c(C)n1-c1ccccc1
    ·, 1.0%
32	O=c1c2c(nc3cc(-c4ccc(Br)cc4)[nH]n13)CCCC2
    -15, 4.1%
33	N#Cc1cnc(SCCc2ccccc2)nc1N
    -7, 0.7%
34	CC(=Nc1ccc(C)c(C)c1)C1=C(O)CSC1=O
    5, -3.9%
35	CCCCn1c(SCC(=O)NCc2ccco2)nc2ccccc2c1=O
    -6, -5.1%
36	CS(=O)(=O)N(CC(=O)N1CCN(c2ccccc2)CC1)C1CCCCC1
    ·, 0.8%
37	C(=NCCCN1CCOCC1)c1ccc2c(c1)OCO2
    7, -0.1%
38	COc1ccc(/C=C(\C#N)C(=O)ONC2=NCCCCC2)cc1
    -4, -0.8%
39	O=C(CCSc1ccccc1)NC(=O)COC(=O)C1CCCCC1
    4, -4.8%
40	CN(C(=O)c1c(Br)cnn1C)C12CC3CC(CC(C3)C1)C2
    ·, 2.5%
41	CCC(CC)C(=O)c1c[nH]c(C(=O)NCCOC)c1
    0, -1.6%
42	CCCN(C(=O)/C=C/c1ccco1)c1c(N)n(Cc2ccccc2)c(=O)[nH]c1=O
    ·, -0.6%
43	CNC(=S)NNC(=O)CNc1ccc(C)c(Cl)c1
    -10, -2.1%
44	COC(=O)C1=C(c2ccc(S(C)(=O)=O)cc2)C[C@@H]2CC[C@H]1N2C(=O)NC1CCCCC1
    ·, -5.4%
45	O=[N+]([O-])c1ccc(C2=NN(CCO)C(=Nc3ccc(OC(F)(F)F)cc3)SC2)cc1
    ·, 5.4%
46	CCOC(=O)c1cnc2c(cnn2C)c1NCCC#N
    -6, -3.2%
47	CN(c1ccc(C(=O)NCc2cccnc2)cc1)S(C)(=O)=O
    ·, 0.9%
48	CSc1nnc(-c2ccc(Br)s2)n1C
    9, -2.3%
49	Cc1cc(C(=O)Nc2c(C)n(C)n(-c3ccccc3)c2=O)c(C)o1
    10, -0.9%
50	Cc1ccc(C)n1-c1ccc(C(=O)NN)s1
    -7, 7.2%
51	O=c1c2ccccc2c(-c2ccc(Cl)cc2)nn1-c1ccccc1
    ?, 2.1%
52	COCCN1CCN(C(=O)c2ccc3c(c2)S(=O)(=O)c2ccccc2C3=O)CC1
    ·, -5.3%
53	CN1CCN(C(=O)C2=C[C@H](C3CCCCC3)C[C@H](OCc3ccc(CO)cc3)O2)CC1
    ·, 4.6%
54	O=C(NCCn1cccn1)c1ccc(OC2CCN(C(=O)C3CC3)CC2)cc1
    0, 5.7%
55	CCOC(=O)c1ccc(NC(=S)NCCc2ccccc2)cc1
    20, 1.2%
56	O=S(=O)(CCc1nnc(-c2ccccc2)o1)c1ccc2ccccc2c1
    1, 0.2%
57	Cc1c(N=C2N=C(NC(=O)Nc3ccc(Cl)cc3)c3ccccc32)c(=O)n(-c2ccccc2)n1C
    ·, -1.0%
58	O=C(COc1ccc(Cl)cc1)Nc1nc(-c2ccc(S(=O)(=O)N3CCOCC3)cc2)cs1
    ·, -2.3%
59	CCOC(=O)c1c(-c2ccccc2)csc1NC(=O)c1ccc(N2C(=O)CCC2=O)cc1
    9, 3.6%
60	Nc1ccccc1C(=O)NCc1ccccc1
    -4, -0.8%

Reformatted screen by screen: 2 of the compounds above.
#49 Cc1cc(C(=O)Nc2c(C)n(C)n(-c3ccccc3)c2=O)c(C)o1
#60 Nc1ccccc1C(=O)NCc1ccccc1

screen / no.,49,60
RmlCD inh 1536,10,-4
GlmU inhibition,-0.9%,-0.8%

The list goes on.
Under each structure: RmlCD inh 1536, GlmU inhibition
61	O=C(CNC(=O)c1ccc(Cl)cc1)OCC(=O)c1ccc2c(c1)OCCO2
    5, -1.7%
62	Cc1ccc(N=C2CCCN2Cc2ccccc2)c(C#N)c1
    ·, 4.8%
63	O=C(CNS(=O)(=O)c1ccc(Br)s1)NC1CCCc2ccccc21 (stereo unspecified)
    ·, 1.0%
64	CCOC(=O)C1CCCN(C(=O)c2ccccc2Oc2ccccc2)C1 (stereo unspecified)
    -1, -4.3%
65	Cc1cc(N2CCOCC2)nc2ccccc12
    ·, 0.1%
66	O=C(O)c1ccc(CNCc2ccc(F)cc2)cc1
    -6, -1.9%
67	COc1cccc(CCc2nnc(CCC(=O)N3CCN(Cc4ccccn4)CC3)o2)c1
    ·, -2.8%
68	CC(C)N(C#N)c1nc(N2CCOCC2)nc(N2CCOCC2)n1
    0, 6.5%
69	Nc1nc2ccccc2n1/N=C/c1cccnc1
    ·, 1.8%
70	S=C(NCCN1CCOCC1)NC1CCCCC1
    4, 1.2%
71	O=C(NN1C(=O)c2cc(Br)ccc2NC1c1ccccc1Cl)c1ccncc1 (stereo unspecified)
    -10, -2.1%
72	COc1ccc(N(CCC(=O)O)S(=O)(=O)c2ccc(C)cc2C)cc1
    -2, -0.5%
73	COc1cc(OC)cc(-c2cc(N3C(=O)Nc4ccccc4N3O)n[nH]2)c1
    -12, 8.0%
74	COC(=O)CSc1ccc(-c2nc3ccc(C)cc3[nH]2)cn1
    ·, 5.0%
75	CCc1cccc(C)c1NC(=S)NCc1ccc2[nH]c(C)cc2c1
    ·, -7.6%
76	CC(C)C1CC(O)(C2(O)CCCCC2)ON1 (stereo unspecified)
    ·, -3.6%
77	Oc1ccc2c3c1O[C@H]1c4oc5ccccc5c4C[C@@]4(O)[C@@H](C2)N(CC2CC2)CC[C@]314
    ·, -0.8%
78	Cc1oc(-c2ccc(Cl)cc2)nc1CN1CCC(C(=O)NCCCN2CCCC2=O)CC1
    -7, -2.9%
79	O=C(NC1CCN(Cc2ccccc2)CC1)c1ccccc1F
    -5, 4.3%
80	O=C(Cn1nc(-c2ccccc2)nc1-c1ccccc1)N1CCOCC1
    ·, -0.1%
81	O=C(NNS(=O)(=O)c1ccc(CCCl)cc1)C(O)(c1ccccc1)c1ccccc1
    -5, -3.7%
82	Cc1cc(NC(=O)CCN2C(=O)C3C4CCC(C4)C3C2=O)cc(C)c1Br (stereo unspecified)
    5, -2.3%
83	CCOC(=O)C1=C(N)OC2=C(C(=O)CCC2)C12C(=O)Nc1ccccc12 (stereo unspecified)
    ·, -5.4%
84	Cc1ccc(CN=C(N)Nc2nc(C)cc(C)n2)cc1
    5, 0.0%
85	O=C(NCCc1nnc2ccc(NCc3cccnc3)nn12)c1ccccc1F
    6, -2.4%
86	CC(C)C(NC(=O)C1CCCCC1)C(=O)NCc1ccccn1 (stereo unspecified)
    -6, -4.4%
87	COC(=O)CCC(=O)OC1(C)C(=O)C=C2C=C(C3CC3)N(CCCOC(C)C)C=C2C1=O (stereo unspecified)
    ·, 9.3%
88	Cc1ccccc1-c1cc(C(=O)n2cccn2)c2cc(Cl)ccc2n1
    6, -3.6%
89	CC(=O)c1cccc(N(C(=O)Cn2nnc3ccccc32)C(C(=O)NCc2ccccc2)c2ccccn2)c1 (stereo unspecified)
    -3, 2.2%
90	COc1ccc2[nH]c(=O)c(C(c3nnnn3CC3CCCO3)N3CCc4ccccc4C3)cc2c1 (stereo unspecified)
    6, 0.5%
91	CN1Cc2c(N3CCOCC3)nc3sc(C(=O)c4ccc(Br)cc4)c(N)c3c2CC1(C)C
    10, -3.0%
92	C=CCN(c1ccccc1)S(=O)(=O)c1cccc(C(=O)Nc2nc3ccccc3[nH]2)c1
    -5, -3.1%
93	CC1COc2ccccc2N1C(=O)c1ccc(Cl)nc1 (stereo unspecified)
    -3, -0.2%
94	C/C(N)=C(/C#N)C(=O)COc1ncnc2ccc(Br)cc12
    ·, -0.8%
95	COCc1cc(=O)[nH]c(/N=C(\N)Nc2cccc(Cl)c2)n1
    28, 3.1%
96	O=S(=O)(O)c1ccc(N2N=C(c3ccccc3)CC2c2ccccc2)cc1 (stereo unspecified)
    8, 0.0%
97	CSc1nc(NCC(C)C)nc(N2CCOCC2)n1
    -3, -0.3%
98	COc1cccc(CSc2nnc(-c3ccc(F)cc3)o2)c1
    13, 2.5%
99	Cc1nn(-c2ccccc2)c(C)c1C(=O)OCC(=O)c1c(N)n(CC(C)C)c(=O)n(C)c1=O
    ·, 2.3%
100	CC1(O)C(=O)C=C2C=C(c3ccsc3)OC=C2C1=O (stereo unspecified)
    ·, 2.6%

Molecules above containing an aryl methoxy group:
Under each structure: RmlCD inh 1536, GlmU inhibition
7	COc1ccc(CNC(=O)CN(CC2CCCO2)C(=O)CNS(=O)(=O)c2ccc(C)cc2)cc1 (stereo unspecified)
    ·, 1.5%
9	COc1ccc(C(=O)NCC(=O)OCC(=O)Nc2sccc2C#N)cc1OC
    25, 1.5%
10	COc1ccc(S(=O)(=O)N2CCCC(C(=O)N3CCOCC3)C2)cc1C (stereo unspecified)
    ·, -2.2%
18	COc1cccc(NC(=O)c2nnn(CCc3ccccc3)c2N)c1
    7, 2.4%
20	COc1ccc(-n2nnnc2/C=C\Nc2ccc(C)cc2)cc1
    -1, -3.9%
22	COc1ccc(S(=O)(=O)NCC2CCCN(C(=O)c3occc3C)C2)cc1 (stereo unspecified)
    ·, -0.5%
26	COc1ccccc1-n1c(CNc2ccc(F)cc2)nnc1SCC(=O)Nc1cc(C)on1
    ·, 1.5%
38	COc1ccc(/C=C(\C#N)C(=O)ONC2=NCCCCC2)cc1
    -4, -0.8%
67	COc1cccc(CCc2nnc(CCC(=O)N3CCN(Cc4ccccn4)CC3)o2)c1
    ·, -2.8%
72	COc1ccc(N(CCC(=O)O)S(=O)(=O)c2ccc(C)cc2C)cc1
    -2, -0.5%
73	COc1cc(OC)cc(-c2cc(N3C(=O)Nc4ccccc4N3O)n[nH]2)c1
    -12, 8.0%
90	COc1ccc2[nH]c(=O)c(C(c3nnnn3CC3CCCO3)N3CCc4ccccc4C3)cc2c1 (stereo unspecified)
    6, 0.5%
98	COc1cccc(CSc2nnc(-c3ccc(F)cc3)o2)c1
    13, 2.5%
